pPAFAH inh = inhibitors of human plasma PAF acetylhydrolase (pPAFAH); Q13093; recombinant pPAFAH, FP-rhodamine probe fluorescence polarization; inhibition, % at 3.39 µM; 1.5% of 330,000 active;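 active means inhibition above the mean inhibition across the screen plus 3 SD, cut at about 25% in these data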;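 further: inhibitors block binding of the rhodamine activity-based probe so polarization drops; 0% = enzyme with DMSO and 100% = wells lacking pPAFAH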
BCLXL inh = Bcl-xL (human) inhibition; GST-Bcl-xL / FITC-Bim BH3 peptide fluorescence polarization; 0.7% of 320,000 active; inhibition, % at 10.9 µM; Q07817;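 active means inhibition above the mean of all tested compounds plus 3 SD, cutoff set per campaign, cut at about 30% in these data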;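 further: 0% = DMSO wells and 100% = unlabeled Bim-BH3 peptide competitor; inhibitors lower millipolarization by displacing the labeled peptide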
Target sequence (Q07817 whole entry, looked up): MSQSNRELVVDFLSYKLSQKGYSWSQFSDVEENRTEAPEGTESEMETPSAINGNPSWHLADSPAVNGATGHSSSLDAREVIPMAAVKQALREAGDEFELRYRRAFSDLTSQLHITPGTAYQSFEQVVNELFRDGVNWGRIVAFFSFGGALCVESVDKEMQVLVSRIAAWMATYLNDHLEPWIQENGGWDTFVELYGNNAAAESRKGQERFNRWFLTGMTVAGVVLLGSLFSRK
MCL1-BIM inh = MCL1-BIM-BH3 interaction inhibition (human). Q07820. GST-MCL1 / FITC-Bim-BH3 fluorescence polarization. inhibition, % at 10.9 µM. 0.68% of 320,000 active;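 active means inhibition above the mean inhibition of all tested compounds plus 3 SD, set per campaign, cut at about 40% in these data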;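 further: 0% = DMSO wells and 100% = unlabeled Bim-BH3 peptide control; higher means more loss of mP so more displacement of Bim peptide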
MEX-5 binding = C. elegans MEX-5 TCR-2 RNA binding activity | Q9XUB2 | MEX-5/FITC-TCR2 RNA binding, fluorescence polarization; hits give low values | activity score (negative = inhibition of binding), % at 10 µM | 0.38% of 300,000 active;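 active means inhibition past about -25% in most replicates, and total fluorescence under double the plate's negative control median, limit read from the data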;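 further: 0% = DMSO and -100% = 5 µM competing unlabeled TCR2 RNA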
Fam108B counter = counter-screen for RBBP9 inhibitors: inhibitors of mouse Fam108B; inhibition, % at 9.51 µM; recombinant Fam108B, FP-Rh probe fluorescence polarization; 0.33% of 300,000 active;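 active means inhibition above the screen mean inhibition plus 3 SD, computed separately per campaign, cut at about 18% in these data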;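 further: inhibitors lower polarization as less probe binds the enzyme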
GLD-1 TGE inh = GLD-1-TGE RNA interaction inhibition (C. elegans) | purified GLD-1 + fluorescein TGE RNA, fluorescence polarization | inhibition, % at 5.96 µM | 0.44% of 320,000 active | AID 2280;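 active means percent inhibition above a per-plate cutoff, the plate mean of test compounds plus 3 SD, cut at about 30% in these data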;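 further: 0% = DMSO wells with GLD-1 and probe and 100% = wells lacking GLD-1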
PME-1 primary = blocks human protein phosphatase methylesterase 1; inhibition, % at 5.9 µM; 0.53% of 320,000 active; Q9Y570; recombinant PME-1, FP-Rh probe fluorescence polarization;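 active means inhibition above the campaign mean of all compounds plus 3 SD, cut at about 26% in these data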;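 further: competitive labeling of PME-1 active site by serine hydrolase directed probe; 0% = PME-1 with DMSO and 100% = wells lacking PME-1 enzyme; inhibitors block probe labeling so polarization falls and inhibition rises; many of its hits are not listed in these tables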
PAFAH1B2 FP inh = blocks human PAF acetylhydrolase 1b catalytic subunit 2; recombinant PAFAH1B2, FP-rhodamine activity probe, fluorescence polarization; P68402; 1.2% of 340,000 active; inhibition, % at 3.39 µM;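 active means inhibition above the mean of all tested compounds plus 3 SD, cut at about 24% in these data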;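 further: 0% = enzyme with DMSO and 100% = wells lacking PAFAH1B2; many of its hits are not listed in these tables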
AHR act = human AHR activation; AHR-responsive luciferase reporter cells, luminescence; activation, % at 5 µM; 2.5% of 320,000 active; P35869; AID 2796; in the data active means activation above about 47%;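 further: 0% = vehicle wells and 100% = reference agonist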
Target sequence (P35869 whole entry, looked up): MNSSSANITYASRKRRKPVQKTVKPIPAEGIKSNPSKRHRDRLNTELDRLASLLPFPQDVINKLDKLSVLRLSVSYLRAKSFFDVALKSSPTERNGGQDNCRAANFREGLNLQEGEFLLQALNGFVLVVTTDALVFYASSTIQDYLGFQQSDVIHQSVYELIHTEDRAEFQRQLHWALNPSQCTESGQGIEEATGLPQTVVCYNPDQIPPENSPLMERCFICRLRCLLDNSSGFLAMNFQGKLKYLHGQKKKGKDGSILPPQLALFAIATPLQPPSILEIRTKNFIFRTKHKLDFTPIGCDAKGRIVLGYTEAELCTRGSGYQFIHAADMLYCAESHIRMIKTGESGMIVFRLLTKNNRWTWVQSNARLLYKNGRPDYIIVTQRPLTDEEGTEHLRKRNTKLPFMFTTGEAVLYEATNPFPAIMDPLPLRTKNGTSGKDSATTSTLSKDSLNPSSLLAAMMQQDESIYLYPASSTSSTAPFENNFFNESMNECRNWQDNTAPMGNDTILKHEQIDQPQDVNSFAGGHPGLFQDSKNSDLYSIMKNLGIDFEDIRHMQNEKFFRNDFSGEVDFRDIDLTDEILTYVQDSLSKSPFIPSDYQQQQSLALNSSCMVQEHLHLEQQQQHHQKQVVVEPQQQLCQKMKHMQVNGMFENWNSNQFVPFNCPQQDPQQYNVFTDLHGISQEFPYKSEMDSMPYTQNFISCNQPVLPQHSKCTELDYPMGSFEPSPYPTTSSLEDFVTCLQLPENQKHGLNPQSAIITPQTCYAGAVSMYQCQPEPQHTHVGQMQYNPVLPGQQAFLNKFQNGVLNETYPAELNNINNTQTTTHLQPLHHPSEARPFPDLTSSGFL
Numbers without * were called inactive; · = no result given.

1: COc1ccc(OCc2cc(C(=O)N[C@H]3CCCCNC3=O)no2)c(Cl)c1
2: COc1ccc(OC)c(NC(=S)NCc2cccnc2)c1
3: COc1ccc(CCNC(=O)Cn2c(=O)n(CCCC(=O)NCc3ccco3)c(=O)c3sccc32)cc1OC
4: O=C1C2C3C=CC(C2C(=O)N1c1ccc(O)cc1)C1C2C(=O)N(c4ccc(O)cc4)C(=O)C2C31 (stereo not given)
5: Cc1cc(C)c(S(=O)(=O)N2CCCCC2CCNC(=O)C(=O)NCC2CCCO2)c(C)c1 (stereo not given)
6: COc1ccccc1C(=O)OCc1cc(=O)n2ccsc2n1
7: CN(C(=O)c1cccc(NC(=O)Cc2ccccc2)c1)c1ccccc1
8: COC(=O)c1c(NC(=O)c2ccc(N(C)S(=O)(=O)c3ccc(C)cc3)cc2)sc2c1CCCC2
9: CCOC(=O)C1(C)NC(c2ccc(OC)cc2OC)C2C(=O)N(c3cccc(OC)c3)C(=O)C21 (stereo not given)
10: C=CCOC(=O)C1=C(C)Nc2nnnn2C1c1cccc(OC)c1OC (stereo not given)

screen / no.	1	2	3	4	5	6	7	8	9	10
BCLXL inh	3	5	0	10	1	·	4	-3	-1	6
MCL1-BIM inh	2	14	-5	12	3	·	-8	2	5	-1
MEX-5 binding	-0.5	-2.4	-3.2	-1.8	1.1	·	-1.7	-1.9	0.5	-2.5
AHR act	7	12	0	0	7	2	-4	2	6	2
GLD-1 TGE inh	0	-2	6	1	4	4	1	-6	-2	6
pPAFAH inh	1	0	-3	13	2	9	10	-3	0	-2
Fam108B counter	3	8	5	7	-1	·	2	0	5	-1
PME-1 primary	-1	5	6	7	-4	·	-3	-4	2	-2
PAFAH1B2 FP inh	-2	3	2	0	4	-2	4	-3	-6	2

Complete entries from above. Order of screens: BCLXL inh, MCL1-BIM inh, MEX-5 binding, AHR act, GLD-1 TGE inh, pPAFAH inh, Fam108B counter, PME-1 primary, PAFAH1B2 FP inh
CCOC(=O)C1(C)NC(c2ccc(OC)cc2OC)C2C(=O)N(c3cccc(OC)c3)C(=O)C21 (stereo not given) is entered as -1, 5, 0.5, 6, -2, 0, 5, 2, -6
C=CCOC(=O)C1=C(C)Nc2nnnn2C1c1cccc(OC)c1OC (stereo not given) is entered as 6, -1, -2.5, 2, 6, -2, -1, -2, 2
O=C1C2C3C=CC(C2C(=O)N1c1ccc(O)cc1)C1C2C(=O)N(c4ccc(O)cc4)C(=O)C2C31 (stereo not given) is entered as 10, 12, -1.8, 0, 1, 13, 7, 7, 0
COc1ccc(CCNC(=O)Cn2c(=O)n(CCCC(=O)NCc3ccco3)c(=O)c3sccc32)cc1OC is entered as 0, -5, -3.2, 0, 6, -3, 5, 6, 2
COc1ccccc1C(=O)OCc1cc(=O)n2ccsc2n1 is entered as ·, ·, ·, 2, 4, 9, ·, ·, -2

Next part:
11: COc1c(C)cc(Br)cc1C(=O)Nc1cccc(NC(=O)c2ccco2)c1
12: [N-]=[N+]=NC[C@H](Cc1ccccc1)N1CCN(Cc2ccccc2)CCC1=O
13: CCn1cc(C(=O)N(C)c2ccc(OC)cc2OC)c2cc(OC)c(OC)cc2c1=O
14: CCCn1c(SCC(=O)N2CC(=O)Nc3ccccc32)nc2ccccc21
15: O=C(NC1CC1)C1CCCN(C(=O)NC2CCCCC2)C1 (stereo not given)
16: C=C(C)CN(CC)C(=O)CN1C(=O)NC2(CCCc3ccccc32)C1=O (stereo not given)
17: Cc1cc(C)c2c(=O)[nH]c(SCc3ccccc3)nc2n1
18: Cc1ccnc(NC(=O)CCC(=O)N(CC(=O)NCc2ccccc2)Cc2cccs2)c1
19: CN1CCN(C(=O)/C(=C\c2cccnc2)NC(=O)c2cccc(Br)c2)CC1
20: Cc1ccc(C(=O)N/N=C\c2cccn2C)cn1

screen / no.	11	12	13	14	15	16	17	18	19	20
BCLXL inh	1	0	8	2	-1	-2	4	-2	0	0
MCL1-BIM inh	2	7	-3	-1	-1	4	-3	2	4	3
MEX-5 binding	-3.9	1.5	0.9	-1.3	1.4	2.1	-0.3	0.9	-0.9	2.3
AHR act	-3	4	-1	5	0	-1	10	0	3	10
GLD-1 TGE inh	-4	-3	4	-2	1	10	-1	-5	12	4
pPAFAH inh	0	0	5	5	2	3	1	-2	-2	0
Fam108B counter	-7	6	0	-1	-2	0	-2	-4	-2	2
PME-1 primary	-4	-2	-1	10	0	-4	-7	2	-5	-2
PAFAH1B2 FP inh	-2	0	-1	-3	0	-3	7	2	2	2

21: CC(NC(=O)Nc1ncccn1)(C(F)(F)F)C(F)(F)F
22: CN(C)/C=C1\N=C(c2ccc3c(c2)OCO3)OC1=O
23: Cc1ccc(NC(=O)CC2SC(=NC3CCCCC3)NC2=O)cc1 (stereo not given)
24: O=c1[nH][nH]c(C(F)(F)F)c1C=Nc1ccc(Cl)cc1
25: N#Cc1cccc(CN2CCC(=O)N([C@H](CO)Cc3ccccc3)CC2)c1
26: C[C@H]1CN=C(N(C)C)N1CCC1CCCCC1
27: COc1ccc(C(=O)C2CCCN(C(=O)c3ccnn3C)C2)c(C)c1 (stereo not given)
28: O=C1c2ccccc2C(=O)N1CCc1nc(-c2ccccn2)no1
29: C[C@H]1C=C(C(=O)N2CCN(Cc3ccc4c(c3)OCO4)CC2)O[C@@H](OCc2ccc(CO)cc2)C1
30: Cc1cc(-c2ccccc2)nc(N/N=C/c2ccccc2)n1

screen / no.	21	22	23	24	25	26	27	28	29	30
BCLXL inh	3	1	2	1	1	3	2	0	7	0
MCL1-BIM inh	-5	-3	7	1	11	-2	3	5	15	5
MEX-5 binding	2.6	-0.3	-3.0	0.4	-0.7	·	-2.7	-0.1	-0.5	-0.4
AHR act	2	12	5	12	-2	3	9	-1	-2	15
GLD-1 TGE inh	0	7	7	-8	-1	2	7	4	2	4
pPAFAH inh	2	-3	4	-1	0	1	1	3	5	5
Fam108B counter	0	0	2	4	1	-5	-3	-1	2	2
PME-1 primary	0	2	2	-4	9	1	-4	2	-1	9
PAFAH1B2 FP inh	2	-3	1	-1	-1	-3	5	-4	-3	-2

31: CC1CCc2c(sc3ncnc(SCC(=O)Nc4ccc(C(=O)O)cc4)c23)C1 (stereo not given)
32: COc1ccccc1N1CCN(C(=O)CCC(=O)Nc2nnc(C(C)C)s2)CC1
33: C=CCn1c2ccccc2c2nnc(SCC(=O)NC(C(=O)OC)C(C)C)nc21 (stereo not given)
34: Cc1ccc(S(=O)(=O)NCCN2CCN(S(=O)(=O)c3ccccc3Cl)CC2)cc1
35: CCN(CC)c1ccc(NC(=O)CCS(=O)(=O)c2ccc(Br)cc2)c(C)c1
36: Cc1ccc(CNC(=O)c2ccc(Cn3nc(C)c(Cl)c3C)o2)cc1
37: O=C(COc1ccccc1)N=C1SC2CS(=O)(=O)CC2N1c1ccccc1F (stereo not given)
38: O=C1NC(Nc2nc3ccccc3s2)(C(F)(F)F)C(=O)N1C1CCCCC1 (stereo not given)
39: O=C(Nc1ccc(Oc2ccc(Br)cc2)cc1)C1=CC=CN2CCS(=O)(=O)N=C12
40: COc1ccc2c(c1)CC/C(=C/c1cc(OC)c(OC)c(OC)c1)C2=O

screen / no.	31	32	33	34	35	36	37	38	39	40
BCLXL inh	4	6	6	0	0	8	4	-5	6	5
MCL1-BIM inh	7	-1	2	2	5	15	5	-3	-5	-7
MEX-5 binding	-1.3	-0.7	-2.4	·	-1.9	-0.1	-2.3	2.6	·	3.6
AHR act	-2	-1	5	-1	1	1	2	14	2	-4
GLD-1 TGE inh	8	0	4	4	2	4	0	11	4	-1
pPAFAH inh	4	4	-3	-2	16	3	12	5	-3	2
Fam108B counter	-5	-5	-3	·	5	-1	-3	-10	·	-1
PME-1 primary	-5	-7	1	1	-1	-8	-2	0	-7	1
PAFAH1B2 FP inh	3	4	0	1	11	3	-2	0	-1	5

41: COc1ccccc1CN1CCCCCC1
42: COC1CCCN(Cc2cn(C)nc2-c2ccc(Oc3ccccc3)cc2)C1 (stereo not given)
43: COc1ccccc1C1NC(=O)NC(C)=C1C(=O)OCc1ccccc1 (stereo not given)
44: COc1ccc2cc(C(=O)N3CCCC(Nc4ccc(F)cc4)C3)n(C)c2c1 (stereo not given)
45: CSCC[C@H](N)C(=O)NC[C@H]1CC[C@H](C(=O)N[C@@H](Cc2ccccc2)C(=O)O)CC1
46: CS(=O)(=O)Nc1cccc(C2=NN(C(=O)c3ccccc3)C(c3cccs3)C2)c1 (stereo not given)
47: CCCC[C@@H]1CN=C(N)N1CCc1cccc(F)c1
48: COc1ccccc1CNCc1cc(OC)c(OC)cc1OC
49: N=c1c2c3c(sc2ncn1N)CCCCC3
50: N#C/C(=C/c1ccc(O)c(O)c1)C(=O)NCc1ccc(Cl)cc1

screen / no.	41	42	43	44	45	46	47	48	49	50
BCLXL inh	6	7	-3	5	5	1	6	3	1	3
MCL1-BIM inh	8	6	-7	6	3	0	-4	8	8	14
MEX-5 binding	5.1	1.3	0.8	1.5	1.9	0.9	-1.8	-3.7	-0.9	2.8
AHR act	-1	-2	1	2	2	1	10	-1	2	18
GLD-1 TGE inh	2	6	-6	0	0	-5	-6	-1	3	-12
pPAFAH inh	-1	1	2	10	4	5	4	3	2	30*
Fam108B counter	0	1	1	-1	4	0	0	5	-2	4
PME-1 primary	4	-4	4	-3	-1	2	-2	3	-1	15
PAFAH1B2 FP inh	-3	0	0	1	2	4	4	4	5	53*

51: CC(=O)Nc1nc(C)c(Oc2cccc(C(F)(F)F)c2)c(=O)[nH]1
52: CC(=O)c1ccccc1OC(=O)CCN1C(=O)C2C3C=CC(C4CC34)C2C1=O (stereo not given)
53: O=C(CSc1nc(=O)n2ccccc2n1)N1N=C(c2cccs2)CC1c1ccc(F)cc1 (stereo not given)
54: NC(=O)c1ccsc1NC(=O)COC(=O)/C=C/c1ccc([N+](=O)[O-])cc1
55: Cc1cccc2sc(N(CCN(C)C)C(=O)C3CCN(S(=O)(=O)c4cccs4)CC3)nc12
56: CCOC(=O)CC(=O)Nc1ncnc2c1C(c1ccccc1)c1c(ccc3ccccc13)O2 (stereo not given)
57: CC1(C)Cc2c(cnn2-c2ccc(F)cc2)C(NC(=O)CCN2CCCC2=O)C1 (stereo not given)
58: CCOc1ccc(C2N(c3cc(C)on3)C(=O)C3CCCN32)cc1OC (stereo not given)
59: C=CC[n+]1c(-c2ccccc2)csc1NC(C)(C)C
60: Cc1cc(Cl)cc(Cl)c1OCCN1CCCC1

screen / no.	51	52	53	54	55	56	57	58	59	60
BCLXL inh	3	1	-5	0	8	·	-2	2	2	0
MCL1-BIM inh	-2	-1	-3	15	5	·	-4	-4	3	4
MEX-5 binding	2.1	1.4	0.4	-1.1	-1.6	·	-2.1	1.3	-0.4	1.8
AHR act	1	20	5	2	2	6	3	3	1	-1
GLD-1 TGE inh	4	8	5	6	1	3	4	-6	-5	-6
pPAFAH inh	2	2	-2	10	0	2	7	7	2	1
Fam108B counter	1	-1	-4	-3	-4	·	1	2	-3	3
PME-1 primary	2	4	6	-2	6	·	1	4	-1	-3
PAFAH1B2 FP inh	4	8	2	-3	5	-3	3	4	2	2

An excerpt, so the mix of outcomes need not match the whole.
